ARNT-TACC3 inh = ARNT/TACC3 interaction disruption. Q9Y6A5. 390,000 tested, 0.66% active. AlphaScreen His-ARNT PAS-B/GST-TACC3 binding, luminescence; TACC3 fragment carries E629A point mutation. inhibition, % at 9.99 µM;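 active = mean inhibition of replicates at least 50% and at least half of replicates each reaching 50%; inconclusive = half or more replicates reach 50% but mean below 50%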;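 note: 0% = complete ARNT plus TACC3 wells and 100% = ARNT alone without TACC3; many hits fall short of the cut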
INS-1E GSIS act = primary screen for activators of insulin secretion dependent on glucose, INS-1E cells, GLuc reporter luminescence; 370,000 tested, 0.61% active; INS-1E GLuc reporter insulin secretion, 2-3 h; activation, % at 16.6 µM;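 active = lowest replicate activation of at least 40%, so every replicate reaches that level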;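 note: 0% = median of neutral control wells and 100% = median of IBMX positive control wells; some compounds called inactive have numbers as strong as hits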
PGC1a acetyl inh = modulators of PGC1a acetylation; U2OS PGC1a acetylation, AlphaScreen anti-acetyl-lysine; with virally co-expressed GCN5 acetyltransferase; inhibition, % at 15.6 µM; 350,000 tested, 0.17% active; AID 651687;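 active = every replicate shows inhibition of at least 40%; inconclusive = mean inhibition at least 40% but some replicate below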;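 note: 0% = neutral control wells and 100% = positive control wells; some results beyond the cut were filed as inactive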
Cneo AK release = causes C. neoformans cell lysis; 360,000 tested, 0.2% active; adenylate kinase release luminescence, 4 h; normalised: neutral wells 0, clomiphene wells 100; lysis activity, % at 15 µM;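 active = mean lysis activity across replicates of at least 80%, whatever share of replicates individually reach that level; inactive = mean lysis activity below 80%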
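Assay system: Cryptococcus neoformans yeast cells / Dosing: single-point compound dose / Timing: 4 h at 37 °C static, read 1 h later / Measured by: luminescence of released adenylate kinase using an AK detection reagent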
LGR2 antag = blocks bursicon-induced cAMP signaling via Drosophila LGR2. 380,000 tested, 0.35% active. HEK293 LGR2, CRE-luciferase, bursicon-stimulated, 4 h. inhibition, % at 9.99 µM;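 active = drop in luminescence signal, shown as inhibition above about 50% in the replicate tests, limit read from the data, passing the limit was not always enough; inconclusive = probably only some replicates passing the limit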;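 note: agonist challenge used bursicon conditioned medium at about half maximal strength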
PAX8 reporter = PAX8 transcriptional activity inhibition | RMG-I TPO-luciferase reporter, SteadyGlo, 24 h | inhibition, % at 12.6 µM | 360,000 tested, 1.2% active | AID 652154;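 active = mean replicate inhibition at least 60% with every replicate also reaching 60%; inconclusive = only one of the two criteria is met; inactive = mean below 60% and not all replicates reaching 60%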;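 note: luciferase light reporting Pax8 driven TPO promoter activity; plate controls were median of neutral control wells for no effect and mitoxantrone controls for full effect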
PglD DTNB = inhibitors of Campylobacter jejuni PglD acetyltransferase; purified PglD enzyme, DTNB colorimetric CoA detection; inhibition, % at 12.5 µM; 360,000 tested, 0.098% active; AID 602405; in the data active = inhibition above about 16%, passing the limit was not always enough; inconclusive = no clear call, values can overlap the other calls; note: strong numbers were not always called active
Statin myotox sup = suppression of simvastatin myotoxicity; 330,000 tested, 0.78% active; C2C12 myotubes + simvastatin, ATP luminescence, 48 h; scaled: DMSO 0, geranylgeraniol control 100; rescue of ATP level, % at 7.49 µM;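 active = mean ATP rescue above about 67%, or every replicate alone reaching that limit, limit read from the data, passing the limit was not always enough; inconclusive = no clear call, values can overlap the other calls; inactive = mean under the limit and some replicate under it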;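 note: myotubes were challenged with 10 µM simvastatin during compound exposure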
* = called active by the depositor; ? = inconclusive; nt = not tested or not shown. Compounds were not picked by outcome; 2.9% or so of the library scored in one or more.

1: C#CCOCCOCCOCCNc1nc(N2CCN(C(=O)[C@H]([C@@H](C)CC)n3cc([C@@H](N)CO)nn3)CC2)nc(N2CCN(C(=O)[C@H](CCCCN)n3cc([C@@H](N)CO)nn3)CC2)n1
2: Cn1c(SCC(=O)NNC(=O)Cc2ccccc2)nnc1-c1ccc(Cl)cc1
3: Cc1csc2nc(O)c(C(=O)NCCCN3CCCC3=O)c(=O)n12
4: CCn1ccnc1CN(C)Cc1nc(-c2ccccc2)no1
5: CCCC(=O)N1CCC1(C)C(=O)Nc1ncc(C(=O)OC)s1 (configuration not stated)
6: Cc1ccc(C)c(S(=O)(=O)ON2C(=O)c3ccccc3C2=O)c1
7: COc1ccc(NC(=O)C(=O)NCC2CCCN2S(=O)(=O)c2ccc(C)cc2)cc1 (configuration not stated)
8: O=C(NCc1ccccc1)c1ccc(F)c(F)c1
9: COCCn1c(SCC(=O)/C=C2\N(C)c3ccccc3C2(C)C)nnc1-c1ccncc1
10: COCCNC(=O)C[C@@H]1C[C@@H]2c3cc(NC(=O)COC)ccc3O[C@@H]2[C@@H](CO)O1

screen / no.	1	2	3	4	5	6	7	8	9	10
ARNT-TACC3 inh	28	-5	1	-1	nt	3	-2	-4	3	0
INS-1E GSIS act	nt	nt	22	14	4	-4	-25	-2	-29	5
PGC1a acetyl inh	3	-10	nt	-4	4	nt	nt	nt	nt	-12
Cneo AK release	2	0	0	-2	-4	nt	1	nt	nt	2
LGR2 antag	-13	nt	37	-9	10	2	-11	-3	6	-8
PAX8 reporter	-4	12	7	-15	nt	3	104*	7	15	-8
PglD DTNB	-4	-1	-3	0	-4	nt	1	nt	nt	1
Statin myotox sup	-3	-2	0	14	-11	nt	-7	nt	nt	-4

Some values from above:
no. 8 | PAX8 reporter: 7
no. 1 | PglD DTNB: -4
no. 9 | PAX8 reporter: 15

(listing goes on)
11: Cc1c(C(=O)NC2CCCc3ccccc32)oc2ccc(S(=O)(=O)N3CCOCC3)cc12 (configuration not stated)
12: Cc1ccc(NC(=O)COC(=O)c2ccc(OC(F)F)cc2)cc1S(=O)(=O)N1CCCCC1
13: CC(=O)N(C1=C(Cl)C(=O)c2ccccc2C1=O)C1CCCCC1
14: O=S(=O)(c1ccc(Cl)c(NC(=S)Nc2cccc(O)c2)c1)N1CCOCC1
15: O=C1c2ccccc2C(=O)N1CCCCN(C(=O)c1ccc(Cl)s1)c1ccc(Cl)cc1
16: Cc1cc(N=Cc2c(O)ccc3cc(Br)ccc23)no1
17: Cc1ccc(Nc2nc(N)nc(CSc3nc(C)cc(C)n3)n2)cc1
18: COc1ccc(C)cc1NC(=O)Nc1ccc(C(=O)N2CCCC2)cc1
19: C[C@H]1CN([C@@H](C)CO)C(=O)c2cc(C#Cc3cccnc3)cnc2O[C@H]1CN(C)Cc1ccncc1
20: Cn1cc(CCCC(=O)NCc2ccccc2)c2ccccc21

screen / no.	11	12	13	14	15	16	17	18	19	20
ARNT-TACC3 inh	-2	-5	37	19	nt	-18	4	3	2	-2
INS-1E GSIS act	nt	-5	68	9	-27	-12	nt	-10	7	1
PGC1a acetyl inh	1	nt	31	0	nt	nt	-51	4	14	-17
Cneo AK release	1	-2	8	3	5	-3	-1	-24	1	-3
LGR2 antag	nt	-7	8	12	6	17	nt	-7	4	10
PAX8 reporter	6	-12	99*	29	-18	-1	-13	-29	5	-6
PglD DTNB	0	0	7	4	3	8	-5	-2	6	5
Statin myotox sup	4	1	nt	nt	nt	nt	9	-19	-23	6

21: CO[C@H]1CN(C)C(=O)c2cc(NS(=O)(=O)c3ccc(C)cc3)ccc2OC[C@H](C)N(C(=O)NC(C)C)C[C@H]1C
22: O=C(COC(=O)c1cc[n+]([O-])cc1)NCc1ccccc1Cl
23: N[C@@H]1CC[C@@H](CCn2cc(C3(O)CCCC3)nn2)O[C@H]1CO
24: Cn1nc([N+](=O)[O-])nc1Sc1nnnn1-c1cccc(C(=O)O)c1
25: C=CCn1c(OCc2ccccc2)n[nH]c1=S
26: CC(C)(C)OC(=O)C[C@@H]1C/C=C\C[C@H](CC(=O)NCCO)C(=O)N[C@H](Cc2ccccc2)COC1=O
27: CCCCNC(=O)Cn1cnc2c(cnn2-c2ccc(C)c(C)c2)c1=O
28: O=C1CC(NCc2ccco2)C(=O)N1CCc1ccccc1 (configuration not stated)
29: C/C=C(/C)C(=O)Nc1cccc(C2=NOC3(C2)C[C@@H](C(N)=O)N(C(=O)CCCCC)C3)c1 (some centres not stated)
30: CC1(C)CC(=NOC(=O)c2ccccc2)CC(C)(C)N1

screen / no.	21	22	23	24	25	26	27	28	29	30
ARNT-TACC3 inh	-9	-3	14	-10	14	-9	22	-13	-5	-1
INS-1E GSIS act	-2	8	0	-4	6	-4	nt	17	2	13
PGC1a acetyl inh	-4	nt	3	-1	3	8	3	5	1	5
Cneo AK release	1	nt	-1	-1	2	-2	1	-1	-1	1
LGR2 antag	-4	11	-10	12	18	5	nt	3	-20	0
PAX8 reporter	nt	-6	nt	14	-10	-8	nt	nt	3	nt
PglD DTNB	2	nt	0	3	4	-2	-1	7	-3	-5
Statin myotox sup	-15	nt	-7	-4	0	-4	10	12	-1	-16

By substructure: those above containing fluorine (two)
8: O=C(NCc1ccccc1)c1ccc(F)c(F)c1
12: Cc1ccc(NC(=O)COC(=O)c2ccc(OC(F)F)cc2)cc1S(=O)(=O)N1CCCCC1

screen / no.	8	12
ARNT-TACC3 inh	-4	-5
INS-1E GSIS act	-2	-5
PGC1a acetyl inh	nt	nt
Cneo AK release	nt	-2
LGR2 antag	-3	-7
PAX8 reporter	7	-12
PglD DTNB	nt	0
Statin myotox sup	nt	1

(cont.)
31: Cc1ccc(N(CC(=O)NCc2ccco2)C(=O)CCC(=O)Nc2ccccn2)c(C)c1
32: Cc1cc(S(N)(=O)=O)c(N)c(S(N)(=O)=O)c1
33: C/C=C/c1ccc2c(c1)O[C@@H](CN(C)Cc1ccccn1)[C@@H](C)CN([C@H](C)CO)S2(=O)=O
34: CC(C)NC(=O)Nc1ccc2c(c1)C(=O)N([C@@H](C)CO)C[C@@H](C)[C@H](CN(C)S(=O)(=O)c1ccccc1)OCCCC[C@H](C)O2
35: NC(=O)C1CCN(CC(O)CSc2ccccc2)CC1 (configuration not stated)
36: Cn1nc(Cc2n[nH]c(=S)n2C)c2ccccc2c1=O
37: Cc1cccc(NC(=O)CCNS(=O)(=O)c2cccc3nsnc23)c1C
38: NS(=O)(=O)c1ccc(Nc2nc(-c3ccc(F)cc3)cs2)cc1
39: C[C@H](NC(=O)C[C@H]1C=C[C@@H](NC(=O)CN2CCOCC2)[C@@H](CO)O1)c1ccccc1
40: Cc1ccnc(SCC(=O)NC2CC2)n1

screen / no.	31	32	33	34	35	36	37	38	39	40
ARNT-TACC3 inh	-1	3	7	0	1	-3	-2	-3	7	-3
INS-1E GSIS act	3	-2	17	-3	5	-3	8	-12	-1	-2
PGC1a acetyl inh	2	nt	15	0	6	nt	7	-1	3	nt
Cneo AK release	0	-2	0	-2	nt	nt	-1	-3	21	2
LGR2 antag	1	12	-4	-2	10	4	2	-1	4	0
PAX8 reporter	0	-31	-16	2	1	-1	10	-10	-2	2
PglD DTNB	-6	-4	-1	0	nt	nt	-2	-2	-2	6
Statin myotox sup	-40	-1	4	nt	-3	nt	3	nt	2	-3

41: CCCCNS(=O)(=O)c1ccc(NS(=O)(=O)c2c(C)cc(C)cc2C)cc1
42: CC1=Nc2nc(N3CCCCCC3)c(C#N)c3c4c(nc(c23)N1)N(c1ccc2ccccc2c1)C(=O)C4
43: Cc1ccc(C(=O)COC(=O)c2cc(=O)[nH]c3ccccc23)cc1
44: CCNC[C@@H]1[C@@H](c2ccccc2)[C@@H](CO)N1C(=O)Cc1ccccn1
45: C[C@H](NC(=O)C[C@H]1C[C@@H]2c3cc(NC(=O)Nc4ccc(C(F)(F)F)cc4)ccc3O[C@@H]2[C@@H](CO)O1)c1ccccc1
46: COc1ccc(NS(=O)(=O)c2cccc(C(=O)NC3CCN(Cc4ccccc4)CC3)c2)cc1
47: C=CCC(NCCCO)c1cccc(OC)c1OC (configuration not stated)
48: N#Cc1nc(-c2cccs2)oc1N1CCOCC1
49: CCN(CC)c1ccc(C(=O)N/N=C(\C)c2cccc(OC)c2)cc1
50: Cc1ccc2nc(Cl)c3nnnn3c2c1

screen / no.	41	42	43	44	45	46	47	48	49	50
ARNT-TACC3 inh	-14	1	4	10	2	4	-4	3	-2	-10
INS-1E GSIS act	2	nt	13	3	-10	-6	8	27	-5	nt
PGC1a acetyl inh	-14	1	-1	2	?	nt	0	7	nt	-23
Cneo AK release	nt	-10	nt	47	64	-2	1	0	nt	0
LGR2 antag	nt	nt	-60	16	-6	1	1	13	-6	nt
PAX8 reporter	nt	nt	12	-6	24	29	nt	nt	-26	nt
PglD DTNB	nt	-3	nt	-1	1	1	-5	-3	nt	-8
Statin myotox sup	12	12	nt	7	3	-22	-3	-19	nt	nt

51: Cc1occc1-c1nnc(SCC(=O)NC2(C#N)CCCC2)n1C
52: CCc1cc(-c2nnn(CCC3COCCO3)c2CC)ccc1-c1cn(CCc2c[nH]c3ccccc23)nn1 (configuration not stated)
53: CSc1ccc(NS(=O)(=O)c2ccc(-n3cnnn3)cc2)cc1
54: C[C@H]1CCCCO[C@@H](CN(C)C(=O)Nc2ccc3c(c2)OCO3)[C@@H](C)CN([C@@H](C)CO)C(=O)c2cc(N(C)C)ccc2O1
55: Cc1c(NC(=O)c2cc(CC(C)C)on2)c(=O)n(-c2ccccc2)n1C
56: CNC[C@H]1Oc2c(NS(=O)(=O)c3ccc(C)cc3)cccc2C(=O)N([C@H](C)CO)C[C@H]1C
57: O=C(C[C@@H]1C=C[C@@H](NC(=O)Nc2cc(F)ccc2F)[C@H](CO)O1)Nc1ccccc1
58: COc1ccc(C(=O)Nc2ccc(C(=O)NCCc3ccccc3)cc2)cc1
59: CNC[C@@H]1OCCCC[C@@H](C)Oc2ccc(NC(=O)Nc3ccc(C(F)(F)F)cc3)cc2C(=O)N([C@H](C)CO)C[C@H]1C
60: COc1ccc(S(=O)(=O)Nc2c(C(=O)O)[nH]c3ccc(OC)cc23)c(OC)c1
61: Cc1noc(C)c1S(=O)(=O)N(C)C[C@H]1OCc2ccccc2-c2c(n(C)c3ccccc23)C(=O)N([C@@H](C)CO)C[C@@H]1C
62: CC(C)c1ccc(NC(=O)c2cccc(NC3=NC4CS(=O)(=O)CC4S3)c2)cc1 (configuration not stated)

screen / no.	51	52	53	54	55	56	57	58	59	60	61	62
ARNT-TACC3 inh	0	nt	21	3	-2	-6	2	-5	nt	27	6	-1
INS-1E GSIS act	8	-3	-1	-4	nt	17	1	-2	-5	nt	19	nt
PGC1a acetyl inh	nt	-41	6	11	10	0	-2	nt	7	-2	1	-8
Cneo AK release	nt	-1	1	7	0	1	-2	nt	-6	-3	-7	0
LGR2 antag	-10	24	5	-11	12	-7	12	-22	-3	-31	-15	17
PAX8 reporter	-3	21	19	20	18	-8	7	-42	20	17	-28	-36
PglD DTNB	nt	2	1	7	4	11	0	nt	1	4	6	-6
Statin myotox sup	nt	-4	nt	-32	nt	0	6	nt	11	15	nt	13

Source: PubChem BioAssay
